Screening results as filed in PubChem BioAssay.
miR122 inh: miR-122 Renilla sensor signal increase in Huh7, primary screen, miR-122 inhibitor project, cell-based, single point, plate reader; Huh7 miR-122 Renilla luciferase sensor, 48 h; neutral wells = 0, positive control = 100; activation (reporter increase), % at 12.5 µM; actives 0.3% (n = 340,000); AID 602342, 2012;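 active means mean replicate activation score at least 90 and every replicate individually at or above 90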;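 further: higher luciferase means less miR-122 activity so hits act as miR-122 inhibitors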
CASP6 VEID inh: human caspase-6 inhibitors, primary screen, biochemical, VEID-R110 fluorescence, single point, set 2. P55212. purified caspase-6, Z-VEID-R110 cleavage fluorescence. inhibition, % at 12.5 µM. actives 0.53% (n = 350,000). AID 686996, 2013;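 active means mean inhibition across replicates at least about 35%, with every replicate also reaching that limit, limit read from the data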;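 further: 0% = median of neutral control wells and 100% = no fluorescence left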
Target sequence (P55212 24-179 limits assumed): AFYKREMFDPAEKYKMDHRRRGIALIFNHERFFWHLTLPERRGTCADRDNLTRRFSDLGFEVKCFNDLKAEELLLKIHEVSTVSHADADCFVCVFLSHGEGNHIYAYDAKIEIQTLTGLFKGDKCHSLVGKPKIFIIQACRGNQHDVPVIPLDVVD
Target sequence (P55212 194-293 limits assumed): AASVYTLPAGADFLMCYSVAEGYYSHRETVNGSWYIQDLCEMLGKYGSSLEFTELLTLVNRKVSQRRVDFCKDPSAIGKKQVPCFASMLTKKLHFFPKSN
Cneo AK release: Cryptococcus neoformans cell lysis inducers, primary screen, AK release luminescence, single concentration. C. neoformans lysis, adenylate kinase release luminescence, 4 h; normalised: neutral wells 0, clomiphene wells 100. lysis activity, % at 15 µM. actives 0.2% (n = 360,000);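 active means mean lysis activity across replicates of at least 80%, whatever share of replicates individually reach that level; inactive means mean lysis activity below 80%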
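Material: C. neoformans cells | Amount: Yeast cell density of 5 × 10^6 cells/mL | Medium: Fresh YPD growth medium | Dosing: Single dose | Times: Static 4 h at 37 °C with compound, 1 h detection | Detection: AK luminescence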
LGR2 antag: inhibitors of bursicon-induced LGR2 CRE-luciferase signal, primary screen, cell-based, HEK293, CRE-luciferase reporter, bursicon stimulation; actives 0.35% (n = 380,000); bursicon-stimulated, 4 h; Drosophila bursicon receptor LGR2 (rickets); inhibition, % at 9.99 µM;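 active means drop in luminescence signal, shown as inhibition above about 50% in the replicate tests, limit read from the data, passing the limit was not always enough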;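 further: agonist challenge used bursicon conditioned medium at about half maximal strength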
EWS-Fli block: EWS/Fli-driven NR0B1 reporter inhibitors, primary screen, A673 cells, NR0B1 luciferase, luminescence, MLPCN library; AID 651661, 2012; inhibition, % at 12.6 µM; actives 0.67% (n = 350,000); viability-normalised;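 active means mean inhibition of at least 50% after viability correction, with every replicate also passing that limit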;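 further: firefly luciferase signal divided by Alamar Blue viability fluorescence both relative to DMSO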
PAX8 inh HTS: inhibitors of PAX8-driven TPO luciferase reporter, primary screen, RMG-I cells, single concentration; SteadyGlo, 24 h; actives 1.2% (n = 360,000); inhibition, % at 12.6 µM;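 active means mean replicate inhibition at least 60% with every replicate also reaching 60%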;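 further: luciferase light reporting Pax8 driven TPO promoter activity; plate controls were median of neutral control wells for no effect and mitoxantrone controls for full effect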
FN deposition inh: inhibitors of fibronectin matrix deposition, primary screen, AH1F cells, Alexa488-fibronectin fluorescence, plate reader; AH1F fibroblasts, overnight; inhibition, % at 12.6 µM; actives 0.086% (n = 350,000); AID 743247, 2014;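 active means mean inhibition across replicates of 30% or more, regardless of how many single replicates reach that level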;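 further: positive control wells lacked labelled fibronectin entirely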
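Assay system: AH1F fibroblasts / Quantity: 10000 cells per well / Medium: DMEM plus 2% serum, read in PBS / Reagent: labelled fibronectin 24 nM / Dosing: single dose, pinned / Times: 1 h cell attachment, overnight exposure to compound and label / Signal: fluorescence, ex 485 nm, em 525 nm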
PGC1a acetyl inh: inhibitors of PGC1a acetylation signal, primary screen, cell-based, U2OS, AlphaScreen, inhibitor mode | AlphaScreen anti-acetyl-lysine; with virally co-expressed GCN5 acetyltransferase | inhibition, % at 15.6 µM | actives 0.17% (n = 350,000) | AID 651687, 2012;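 active means every replicate shows inhibition of at least 40%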;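 further: 0% = neutral control wells and 100% = positive control wells; some results beyond the cut were filed as inactive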
The depositor's hits bear a star; . = no result given; & = joins results of further samples; [ ] = remark or other dose.

SMILES	miR122 inh	CASP6 VEID inh	Cneo AK release	LGR2 antag	EWS-Fli block	PAX8 inh HTS	FN deposition inh	PGC1a acetyl inh
C[C@@H]1CN([C@H](C)CO)C(=O)c2cc(NC(=O)Nc3ccc(F)cc3)ccc2O[C@H]1CN(C)C(=O)Nc1ccccc1	7[16.7 µM]	3	0	20	0	.	.	4
CCSc1nnc(CCNC(=O)OC(C)(C)C)o1	-4	.	0	.	.	-5	-3	2
O=C(Nc1ccc2c(c1)OCO2)c1ccc2c(c1)S(=O)(=O)c1ccccc1C2=O	.	-1	-2	-5	-13	-18	1	.
CC1CCCCC1NC(=O)c1cccc(NC2=NC3CS(=O)(=O)CC3S2)c1 (configuration not stated)	3	-1	-1	5	-8	-6	-10	10
Cc1ccc(Cl)c(OCC(=O)Nc2cc(S(=O)(=O)N3CCOCC3)ccc2N2CCCC2)c1	7	1	-3	0	11	.	-6	-2
CO[C@H]1CN(C)C(=O)c2ccc(NC(C)=O)cc2OC[C@H](C)N(C(=O)c2cnccn2)C[C@H]1C	14[16.7 µM]	.	.	12	0	.	-2	3
Cc1cc(C)cc(N(CCC#N)C(=O)COC(=O)C2CCN(S(=O)(=O)c3ccc(C)c(C)c3)CC2)c1	.	-6	1	-3	-3	-14	3	.
Cc1csc2c(=O)sc(NC(=O)c3ccc(F)cc3Cl)nc12	-6	-1	.	.	22	-1	-1	3
CCN(CC(=O)Nc1ccccc1C(F)(F)F)C(=O)CN1C(=O)NC(C)(c2ccc3ccccc3c2)C1=O (configuration not stated)	.	-96	-1	-7	0	10	1	.
N#CCCCC1(CCCC#N)OCCO1	-8	2	.	17	-4	15	-2	-4
Cc1nccn1-c1ccc(C(F)(F)F)cc1[N+](=O)[O-]	-3	-4	.	10	3	3	-6	-3
COCC1CCN(C(=O)c2cc(COc3ccc(-n4cncn4)cc3)on2)C1 (configuration not stated)	12	0	1	0	9	21	4	1

An excerpt from above in order of heavy-atom count, descending:
SMILES	miR122 inh	CASP6 VEID inh	Cneo AK release	LGR2 antag	EWS-Fli block	PAX8 inh HTS	FN deposition inh	PGC1a acetyl inh
CO[C@H]1CN(C)C(=O)c2ccc(NC(C)=O)cc2OC[C@H](C)N(C(=O)c2cnccn2)C[C@H]1C	14[16.7 µM]	.	.	12	0	.	-2	3
O=C(Nc1ccc2c(c1)OCO2)c1ccc2c(c1)S(=O)(=O)c1ccccc1C2=O	.	-1	-2	-5	-13	-18	1	.
CC1CCCCC1NC(=O)c1cccc(NC2=NC3CS(=O)(=O)CC3S2)c1 (configuration not stated)	3	-1	-1	5	-8	-6	-10	10

(listing goes on)
SMILES	miR122 inh	CASP6 VEID inh	Cneo AK release	LGR2 antag	EWS-Fli block	PAX8 inh HTS	FN deposition inh	PGC1a acetyl inh
O=C(Cc1n[nH]c(=O)c2ccccc12)OCC(=O)N(Cc1ccccc1)Cc1ccccc1	-2	-2	1	-2	2	23	-30	-1
COc1cccc(-c2ccc([C@@H]3[C@@H](CO)N4CCCCN(C(=O)c5ccc6c(c5)OCO6)C[C@@H]34)cc2)c1	-8[16.7 µM]	3	1	30	4	27	.	-8
CC1Cc2cc(S(=O)(=O)N3CCC(C(=O)N(C)Cc4ccco4)CC3)ccc2N1C(=O)C1CCC1 (configuration not stated)	-4	4	1	-22	.	61*	4	-10
Cc1[nH]cnc1C(=O)N/N=C/c1c(Cl)cccc1Cl	.	-1	.	-14	-37	-39	8	.
CSc1ncccc1C(=O)OCc1ccc(Br)cc1	-4	2	3	-48	0	-37	6	10
CN(CC(=O)Nc1ccc(F)c(F)c1F)C(=O)C1CSC2(C)CCC(=O)N12 (configuration not stated)	.	-6	2	12	-3	-2	7	.
CC[N+](C)(CC)CC(=O)OCC1C(C)C=C(C)CC1C (configuration not stated)	-2	-4	-1	-1	9	-6	15	-5
C[C@H](CO)N1C[C@H](C)[C@@H](CN(C)Cc2ccccc2)Oc2ccc(NC(=O)CCCCCC(=O)Nc3ccccc3N)cc2CC1=O	-3[16.7 µM]	-2	-2	-9	27	23	.	15
COc1cccc(S(=O)(=O)N2CCN(Cc3ccc4c(c3)OCO4)CC2)c1	2	1	1	-5	8	8	-1	.
Cc1ccc(C2(c3ccc(C)cc3)CC2C(=O)NC(C)C)cc1 (configuration not stated)	-2	-3	-1	2	12	1	-1	-5
COc1ccc(NC(=O)Cn2nc(C(=O)O)c3ccccc3c2=O)cc1Cl	.	-3	-7	-2	6	8	-3	.
CCOc1ccc(S(=O)(=O)n2nc(C)cc2C)cc1	-7	-1	2	2	-9	-2	-11	10
Cc1ccc(S(=O)(=O)N(C)C[C@@H]2OCCCC[C@@H](C)Oc3ccc(N(C)C)cc3C(=O)N([C@H](C)CO)C[C@H]2C)cc1	-16[16.7 µM]	-2	0	-23	-13	36	-6	-42
CCNC(=O)CN(C1CCCCC1)S(C)(=O)=O	3	3	4	.	4	-2	9	-3
CC1(C)OC(=O)C2=C(C[C@@H](C3CC3)O[C@H]2c2ccc(Cl)cc2)O1	.	1	.	5	-4	-34	0	.
CN(C)CCCNC(=O)C[C@H]1C=C[C@@H](NC(=O)c2ccccc2F)[C@@H](CO)O1	.	2	8	-1	-1	-9	14	-3
CNC[C@@H]1Oc2ncc(-c3ccc(OC)cc3)cc2C(=O)N([C@@H](C)CO)C[C@@H]1C	-3[16.7 µM]	6	-3	-17	3	4	-4	6
Cc1cc(C(C)(C)C)cc(C)c1C(=O)O	.	-5	.	-7	6	3	-4	-8
Cc1ccc(CNC(=O)Nc2ccccc2)cc1	0	.	-5	.	.	-175	4	5
O=C(c1ccccc1)N1CCN(C(=O)c2nn3c(C(F)(F)F)cc(-c4ccccc4)nc3c2Br)CC1	.	1	-2	9	7	6	-2	.
CCCCOc1ccc(C(=O)NCC(=O)N2CC(C)CC(C)C2)cc1 (configuration not stated)	-11	-81	1	10	4	2	9	2
CCOc1ccc(-n2ccnc(SCC(=O)NC3CCCC3)c2=O)cc1	.	1	1	4	1	-13	4	-17
CCOc1ccccc1OCC(=O)Nc1cc(S(=O)(=O)N2CCCCC2)ccc1OC	-3	0	-1	7	1	1	3	1
CCn1c(CN2C(=O)CSc3ccccc32)n[nH]c1=S	.	2	.	14	4	-1	1	-4
COCC#Cc1ccc([C@@H]2[C@H]3CN(C(=O)C4CC4)CC(=O)N3[C@H]2CO)cc1	.	1	.	11	7	10	-1	4
C[C@H]1CN([C@@H](C)CO)C(=O)c2cc(-c3ccccc3F)cnc2O[C@@H]1CN(C)C(=O)C1CCCCC1	-1[16.7 µM]	-1	-3	-7	-3	-16	.	-14
C[C@@H]1CN([C@H](C)CO)C(=O)c2cccc(NS(=O)(=O)c3ccccc3)c2O[C@H]1CN(C)CC1CCCCC1	21[16.7 µM]	3	0	-12	-6	4	.	.
CN(C)S(=O)(=O)N(CC(=O)N1CCC(Cc2ccccc2)CC1)c1ccccc1	-7	-2	0	28	5	16	-9	-11
Cc1ccc(NC(=O)CN(C)C(=O)COC(=O)c2ccc(Cl)cc2O)cc1	.	0	3	-2	-11	-1	0	9
CCN(CC)C(=O)C1=C(C)N(CCCN2CCCC2=O)C(=O)C(CC(=O)NCC2CCCCC2)C1 (configuration not stated)	-1	-4	-1	-8	0	10	9	17
CNC(=O)C[C@@H]1CC[C@H]2[C@@H](COc3ccc(NS(=O)(=O)c4ccc(F)cc4)cc3C(=O)N2C)O1	57[16.7 µM]	.	-4	0	2	-10	0	3
C[C@H](CO)N1C[C@H](C)[C@@H](CN(C)C(=O)C2CCOCC2)Oc2ncc(C#Cc3ccccc3F)cc2C1=O	4[16.7 µM]	-5	1	13	2	4	-5	-8
COCCCn1cnnc1SC(C)C(=O)Nc1ccc(S(=O)(=O)N2CCOCC2)cc1 (configuration not stated)	-3	-3	0	8	3	-8	-9	1
COc1ccc(NC(=O)Nc2ccc3c(c2)C(=O)N([C@@H](C)CO)C[C@@H](C)[C@H](CN(C)S(=O)(=O)c2cccs2)O3)cc1	-2[16.7 µM]	-3	-3	2	-2	.	.	-5
O=C(/C(=N\O)n1cncn1)c1ccc(Br)cc1Br	-1	-1	0	-10	16	.	.	.
COCCNC(=O)C[C@@H]1C[C@H]2c3cc(NC(=O)CN(C)C)ccc3O[C@H]2[C@H](CO)O1	2[16.7 µM]	-6	51	17	-7	6	7	1
CCc1ccc(S(=O)(=O)c2nnn3c2nc(NCCNC(C)=O)c2ccccc23)cc1	.	4	.	2	-9	-5	7	3
CN1[C@@H]2c3ccc(-c4cccc(F)c4)c(=O)n3C[C@@H]2[C@@H](CO)[C@@H]1C(=O)NCc1ccccn1	.	-1	9	-19	4	.	.	.
C[C@H]1CN([C@@H](C)CO)C(=O)c2cc(NC(=O)C3CC3)ccc2O[C@H]1CN(C)Cc1ccc(-c2ccccc2)cc1	-12[16.7 µM]	1	4	-2	-2	.	.	0
O=C1CC(N2CCN(c3ccc(F)cc3)CC2)C(=O)N1Cc1ccccc1 (configuration not stated)	5	2	5	-9	10	20	6	6
CC(C)C#Cc1cnc2c(c1)C(=O)N([C@@H](C)CO)C[C@@H](C)[C@H](CN(C)C(=O)c1ccccc1F)O2	-6[16.7 µM]	0	-3	-8	6	20	-6	3
CCC(=O)Nc1ccc2c(c1)C(=O)N(C)C[C@H](OC)[C@@H](C)CN(CC1CCOCC1)[C@@H](C)CO2	17[16.7 µM]	.	0	19	-3	-5	.	-4
CC(C)n1cnc2c(=S)nc[nH]c21	.	-1	.	10	-4	-11	-5	.
OCCN1CCN(CC(O)COC(c2ccc(F)cc2)c2ccc(F)cc2)CC1 (configuration not stated)	3	-5	-2	2	8	18	3	2
COc1ccccc1-c1cn(CC[C@H]2CC[C@H](NC(=O)C3CC3)[C@@H](CO)O2)nn1	.	-1	-4	17	17	4	-16	2
COc1cccc(CC(=O)OC(C)C(=O)Nc2ncc(Cl)cc2Cl)c1 (configuration not stated)	.	-1	1	6	-5	-8	0	.
O=C1/C(=C/c2cccc3ccccc23)CCCc2ccccc21	11	.	0	.	.	-96	9	6
Cc1c(N=Nc2ccc(O)cc2)c(=O)n(-c2ccccc2)n1C	2	5	.	-23	-1	1	-6	-8

Record cards, as listed above. Screens in order: miR122 inh, CASP6 VEID inh, Cneo AK release, LGR2 antag, EWS-Fli block, PAX8 inh HTS, FN deposition inh, PGC1a acetyl inh
O=C1/C(=C/c2cccc3ccccc23)CCCc2ccccc21 reads 11, ., 0, ., ., -96, 9, 6
CC(C)n1cnc2c(=S)nc[nH]c21 reads ., -1, ., 10, -4, -11, -5, .
Cc1c(N=Nc2ccc(O)cc2)c(=O)n(-c2ccccc2)n1C reads 2, 5, ., -23, -1, 1, -6, -8

New compounds follow.
SMILES	miR122 inh	CASP6 VEID inh	Cneo AK release	LGR2 antag	EWS-Fli block	PAX8 inh HTS	FN deposition inh	PGC1a acetyl inh
CC(=O)n1cc([C@@H]2C=C(C(=O)N3CCOCC3)O[C@H](OCCCCO)C2)c2ccccc21	-12	-1&-2	-2&3	23	-18&4	0&20	-6	15
O=C(Nc1ccccc1Cl)NN1CCCCCC1	6	-2	1	.	-18	-33	-3	-8
COc1ccccc1-c1cccc(-c2nc(C(=O)Nc3nccs3)cc3c2[C@@H](CCO)N(C(C)=O)C3)c1	.	7&3	.	-33	6&5	9	21&12	8
O=C(CSc1nnc(-c2ccncc2)n1-c1ccc(F)cc1)NC(=O)NCc1ccco1	-5	6	1	-24	-3	.	.	-3
OC1(c2ccc(Br)cc2)CCN(Cc2cccc(Br)c2)CC1	-1	1	-3	3	16	9	7	3
